Runt-SMMHC FRET: Runt domain-CBFb-SMMHC interaction inhibition; Q01196+Q13951; Cerulean-Runt/Venus-CBFb-SMMHC FRET ratio 530/480, 1 h; inhibition, % at 20 µM; 220,000 tested, 0.74% active;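 active = mean inhibition across duplicate retests at 20 µM reaching about 50%, limit read from the data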;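 note: 0% = DMSO wells and 100% = wells with excess untagged CBFb-SMMHC; inhibitors lower the FRET ratio by blocking Runt binding to CBFb-SMMHC; some results filed as inactive read as strong as hits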
Target sequence (Q01196 whole entry, looked up, the tested form may be a part): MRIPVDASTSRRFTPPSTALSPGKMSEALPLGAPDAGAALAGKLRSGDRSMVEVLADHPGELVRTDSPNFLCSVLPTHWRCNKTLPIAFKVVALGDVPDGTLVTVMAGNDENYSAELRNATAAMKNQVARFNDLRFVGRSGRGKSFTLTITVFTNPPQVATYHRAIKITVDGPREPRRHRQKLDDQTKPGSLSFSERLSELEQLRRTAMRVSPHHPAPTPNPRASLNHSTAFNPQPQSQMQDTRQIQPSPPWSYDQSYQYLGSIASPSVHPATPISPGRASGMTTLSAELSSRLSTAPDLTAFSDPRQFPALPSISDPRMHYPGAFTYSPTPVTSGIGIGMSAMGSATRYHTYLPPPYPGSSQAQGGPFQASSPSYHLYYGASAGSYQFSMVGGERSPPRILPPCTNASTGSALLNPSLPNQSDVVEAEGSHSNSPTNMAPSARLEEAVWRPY
Target sequence (Q13951 whole entry, looked up, the tested form may be a part): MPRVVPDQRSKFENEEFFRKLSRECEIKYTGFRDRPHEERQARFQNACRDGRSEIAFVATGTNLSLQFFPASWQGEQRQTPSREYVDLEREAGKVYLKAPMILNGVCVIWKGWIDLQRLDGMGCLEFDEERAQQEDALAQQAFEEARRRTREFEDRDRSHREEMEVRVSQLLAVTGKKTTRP
PPC-1+TRAIL kill: PPC-1 cancer cell killing with TRAIL present. 220,000 tested, 0.41% active. cell killing (% activity), % at 4 µM. AID 1443. PPC-1 cells + TRAIL, ATPLite viability luminescence;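 active = cell killing above 50% in the first pass at 4 µM, then a duplicate retest at 5 µM averaging 50% or more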;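 note: plate controls were cells with TRAIL plus DMSO for no effect and medium-only wells lacking cells for full effect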
TRPN1 ag: agonists of zebrafish TRPN1 channel; HEK293 zebrafish TRPN1-YFP, Fluo-8 calcium fluorescence; 100% = response to 87 µM carbachol; activation, % at 3 µM; 220,000 tested, 0.18% active; AID 1424;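 active = activation above its plate's cutoff, the mean activation of test wells on that plate plus 3 SD, cut at about 19% in these data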;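 note: 0% = DMSO alone and 100% = 87 µM carbachol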
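Control set: carbachol 87 µM as high control, DMSO as low control; system: HEK293 stable line with zebrafish TRPN1-YFP; read-out: % activation versus carbachol response; detection: intracellular calcium fluorescence with Fluo-8; doses: single test compound dose, 3 µM nominal, 0.3% DMSO; schedule: dye 1 h 37 °C plus 30 min RT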
NCF1 inh: blocks human p47phox regulatory protein of NADPH oxidases | AID 1274 | 220,000 tested, 0.53% active | inhibition, % at 24.7 µM | p47phox/p22phox peptide binding, fluorescence polarization, 2 h;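 active = inhibition above about 30%, limit read from the data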;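 note: 0% = p47phox with labelled peptide and 100% = labelled peptide alone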
EBV gp42 block: inhibitors of Epstein-Barr virus glycoprotein 42; Q1HVG2; Fluorescence polarization binding assay, mP read-out; inhibition, % (tested at 21.74 µM); 220,000 tested, 0.42% active; in the data active = inhibition above about 50%
Target sequence (Q1HVG2 whole entry, looked up): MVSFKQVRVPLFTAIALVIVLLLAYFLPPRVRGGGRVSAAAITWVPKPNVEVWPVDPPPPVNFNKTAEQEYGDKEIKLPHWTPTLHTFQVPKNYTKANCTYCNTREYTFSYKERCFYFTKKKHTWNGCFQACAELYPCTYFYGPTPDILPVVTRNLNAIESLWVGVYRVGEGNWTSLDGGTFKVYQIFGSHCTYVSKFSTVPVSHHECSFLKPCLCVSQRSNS
CHOP inh: CHOP inhibition in unfolded protein response. CHO-K1 CHOP-promoter luciferase, tunicamycin-induced, 15-18 h. inhibition, % at 10 µM. 220,000 tested, 3.8% active;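 active = compounds that reduced the stress-induced luciferase reporter signal by more than about 70% of percent inhibition, limit read from the data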;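 note: 0% = tunicamycin plus vehicle and 100% = wells without tunicamycin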
TNF death inh: blocks TNF-alpha induced death of Jurkat FADD-/- cells; 220,000 tested, 0.068% active; Jurkat FADD-/- TNF necroptosis rescue, ATP luminescence, 24 h; 0 = TNF only, 100 = no-TNF cells; activation (protection from cell death), % at 10 µM;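 active = activation, meaning protection from cell death, of at least 50% relative to plate controls; inactive = activation below 50%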;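 note: necroptosis triggered by 40 ng/mL TNF-alpha added together with compound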
Mdm2 ligase inh: Mdm2 E3 ligase (human) inhibition. cell-based MDM2 ubiquitination luciferase reporter, 2 h; 0 = plate control, 100 = twice control, blank-subtracted. signal enhancement, % at 5 µM. 210,000 tested, 0.11% active. Q00987;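 active = signal enhancement of 30% or more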;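 note: luminescence tracks abundance of the self-degrading MDM2-luciferase fusion protein; higher signal means inhibition of MDM2 E3 ligase activity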
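Assay system: stable mammalian line carrying autodegrading MDM2–luciferase fusion reporter; Input: 2000 cells in each well; Compound dosing: single-point 5 µM; Schedule: 2 h compound exposure at 37 °C; Signal: SteadyLite luciferase luminescence after 15 min room-temperature reagent incubation; Evaluation: % luminescence enhancement versus blank-corrected plate control mean; Benchmarks: plate controls and plate blanks.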
TRPML3 agonist: human mucolipin-3 channel agonism; Q8TDD5; HEK293 TRPML3-YFP, Fluo-8 calcium fluorescence; 100% = the carbachol control signal; activation, % at 3 µM; 220,000 tested, 0.29% active; AID 1448;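 active = activation above its plate's cutoff, the mean activation of the plate's test wells plus 3 SD, cut at about 12% in these data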;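 note: 0% = DMSO only wells and 100% = carbachol wells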
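Test system: HEK293 cells stably carrying human TRPML3-YFP; Doses: single dose, 3 µM final nominal compound, 0.3% DMSO final; Schedule: dye loading 1 h 37 °C then 30 min ambient, 125 s read; Technique: Fluo-8 calcium fluorescence; Benchmarks: high control carbachol 87 µM, low control DMSO.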
Numbers without * were called inactive; · = not tested or not shown; & = joins results of further samples.

Second line of a record – Runt-SMMHC FRET, PPC-1+TRAIL kill, TRPN1 ag, NCF1 inh, EBV gp42 block, CHOP inh, TNF death inh, Mdm2 ligase inh, TRPML3 agonist
- COc1ccc(-c2cc(=O)c(C(=O)c3ccc(C)cc3)n[nH]2)cc1
  -0.6, -4.1, 0.6, -2.3, -10.1, 7.5, -1.0, 2.0, 0.9
- Cc1cc(=O)oc2c(CN(CC(C)C)CC(C)C)c(O)ccc12
  76.6*, -5.4, -1.6, -6.8, -24.8, 16.4, -0.1, -7.1, 0.2
- O=C(Nc1ccccc1N1CCOCC1)c1cccc(NS(=O)(=O)c2ccc(F)c(F)c2)c1
  0.1, 2.0, 0.3, -3.5, 3.0, 23.0, 0.0, -5.0, 0.5
- S=C(NCc1cccnc1)Nc1ccc(Cl)cc1Cl
  1.1, 33.0, -0.8, -6.8, 1.1, 2.9, -1.1, 0.6, 0.4
- O=C(NCc1cn2ccsc2n1)Nc1ccc(Cl)cc1
  -13.0, -9.3, 0.4, 1.2, -9.7, -5.5, 0.7, -10.3, -0.5
- Cc1ccc(N(C(=O)CNC(=O)c2ccco2)C(C(=O)NC2CCCC2)c2cccnc2)cc1C (configuration not stated)
  -1.0, 10.5, 0.1, -12.5, -7.3, -3.5, -4.0, -8.6, -0.5
- NC(=O)c1nsc(C(=O)N(c2ccccc2)C(C(=O)NCC2CCCO2)c2cccs2)c1N (configuration not stated)
  9.0, 13.9, 3.1, -3.1, -4.9, 22.5, -1.8, -2.0, 0.5
- COc1cc(/C=C(\C#N)C(=O)NC2CCCCC2)ccc1OCc1ccc(C(=O)O)cc1
  1.8, 4.7, 1.3, -14.7, 9.6, -0.5, 0.5, -2.1, 1.0
- CCOC(=O)CSc1nc(N)c(C#N)cc1C#N
  2.1, 8.3, 1.2, -11.3, 1.1, -23.8, 1.1, -5.2, 0.6
- Cc1cc(O)c(/C=N/Nc2ccccc2Cl)c(=O)o1
  -7.1, 1.0, 1.0, 1.8, -17.4, -28.4, -4.2, -10.4, -0.4
- CCn1c(N2CCN(S(=O)(=O)CC)CC2)nc2ccccc21
  -4.0, 2.7, -0.2, -18.0, -2.7, 33.7, 0.4, -3.4, 0.3
- CSc1ccc(C(=O)NCC(=O)O)cc1[N+](=O)[O-]
  -0.6, 10.3, 0.5, -13.5, 1.9, 0.3, -0.2, -5.7, 1.0
- COc1ccccc1N1CCN(C(=O)c2cccc3c(=O)c(C)c(-c4ccccc4)oc23)CC1
  1.6, 32.2, 11.6, -0.2, -15.4, 22.7, 2.7, -11.4, 3.5
- COc1ccc(C(=O)NC(=S)NCCc2ccccc2)cc1
  -4.1, 30.5, -0.8, -11.7, 1.1, -0.5, 0.5, 5.2, -0.9
- NC(=O)CSc1nnnn1-c1ccccc1Cl
  -1.6, -6.8, -0.5, -10.6, -11.8, -8.5, 0.2, -7.3, 0.6
- C[C@]12CCC(=O)C=C1CC[C@@H]1[C@@H]2[C@@H](O)C[C@@]2(C)[C@H]1CC[C@]2(O)C(=O)CO
  1.6, 8.9, 1.7, 0.1, -6.1, 10.1&2.5, 0.6, ·, 0.9
- O=S(=O)(NCc1cc(-c2ccc(Cl)cc2)no1)c1ccc(Cl)cc1
  -1.9, 6.6, 1.3, -5.7, -3.0, 101.8*, -1.6, -19.2, 0.3
- CCC(C)(C)NC(=O)C1CCN(c2nc(C)cc(C)n2)CC1
  -2.0, 5.2, -0.3, -2.3, -18.3, 11.5, 0.9, -24.5, 0.2
- Cc1cc(C)nc(NC2=NCC(=O)N2c2ccc(F)c(Cl)c2)n1
  -1.0, 8.4, -0.1, -2.8, -12.0, 34.3, -1.5, -3.3, 0.5
- Nn1c(Cc2cccc3ccccc23)nnc1SCc1ccccc1Cl
  5.5, 7.2, -1.3, -2.2, -0.9, 37.4, -0.6, 15.2, 0.0
- Nc1cnn(Cc2ccc(F)cc2)c1
  -3.1, -7.0, 2.2, -6.5, -1.3, 24.3, 0.3, -7.1, 0.7
- O=C(O)/C=C/C(=O)Nc1ccccc1-c1ccccc1NC(=O)/C=C/C(=O)O
  16.9, -0.2, -1.4, -10.3, -48.9, 18.3, 1.3, -7.8, 0.6
- O=C(c1ccc2c(c1)C(=O)N(Cc1ccco1)C2O)N1CCOCC1 (configuration not stated)
  2.6, 10.6, 1.2, -18.2, -0.2, 19.3, -0.5, -7.0, 0.7
- CC12CC(NC(=O)N1Cc1ccccc1)c1ccccc1O2 (configuration not stated)
  0.5, -17.0, -0.4, -6.4, -10.5, 39.7, 0.0, -17.5, 0.0
- CCOC(=O)Cc1csc(NC(=O)CCCC(=O)O)n1
  -2.5, -4.8, 0.7, -8.1, -12.0, 6.7, 3.7, -1.8, 1.0
- CCCN1Cc2cccc(C(N)=O)c2C1=O
  -3.4, 10.9, 1.4, -8.1, -0.6, 0.3, -1.4, -17.5, 0.8
- C=CCN1C(C(=O)c2ccccc2)=C(OC(=O)COc2ccccc2)c2ccccc2S1(=O)=O
  -2.4, 30.9, 0.5, -12.7, 0.0, 29.6, -1.8, 4.0, 0.5
- COc1ccc2[nH]c(=O)c(CN(Cc3cccs3)S(=O)(=O)c3cccc4nsnc34)cc2c1
  1.0, 6.2, 0.3, -7.3, -23.5, 12.3, -13.9, -11.0, 0.8
- COc1cc(NC(=S)NCc2ccco2)c(OC)cc1Cl
  3.3, 11.8, -2.5, -3.4, -6.4, 11.5, -4.8, -14.2, -1.1
- O=C(NNc1nc(-c2ccccc2)cs1)c1cccs1
  0.5, 9.7, -0.9, 0.5, -1.1, 1.0, -1.2, -2.7, -0.5
- COc1cc(NC(=O)c2cc(C)on2)cc(C(=O)Nc2cccc(C(F)(F)F)c2)c1
  4.0, -6.8, ·, 42.9*, -22.3, 19.6, 1.6, 5.4, ·
- N=c1c2c(ncn1CCN1CCOCC1)Oc1ccc3ccccc3c1C2c1ccccc1 (configuration not stated)
  0.2, 30.6, -1.4, -13.7, -24.2, -7.9, -3.8, -19.9, 0.4
- CC(C)c1ccccc1OCCNS(C)(=O)=O
  3.3, 15.7, 0.7, -10.8, -6.9, 11.4, -3.7, -11.5, 0.1
- OCCC1CN(Cc2cn[nH]c2C2CCCCC2)CCN1C1CCCC1 (configuration not stated)
  0.0, 7.1, -0.4, -7.1, -5.9, 16.9, 0.8, -5.8, 0.8
- CN(C)CCCNC(=O)CC(c1ccc(F)cc1)c1ccco1 (configuration not stated)
  2.4, 11.6, -1.6, 0.2, 1.7, 24.4, 1.7, -7.2, 0.8
- Cc1ccc(S(=O)(=O)NCCC(=O)Nc2ccc(C)c(Cl)c2)cc1C
  0.4, 27.3, -0.5, -8.8, 11.3, 60.1, 14.5, -1.8, -0.5
- COc1ccc(C(=O)CSc2nnn(-c3cccc(NC(C)=O)c3)n2)cc1
  -2.0, 24.7, 7.1, -15.0, -7.3, 3.0, -0.5, -4.0, 12.2*
- COc1ccc(NC(=O)C2CCCN2S(=O)(=O)c2ccc3c(c2)CCC(=O)N3)cc1Cl (configuration not stated)
  -3.5, 1.2, 0.2, -16.4, -7.3, 6.7, 0.2, -3.4, 0.2
- COC(=O)c1cc2ccccn2c2c(C(=O)OC)c(C(=O)OC)cc1-2
  14.7, -18.3, 1.6, -20.1, -10.1, 36.5, -10.9, -14.7, 0.7
- COc1ccc(C)cc1N(C(=O)c1ccccc1F)c1nc2ccccc2s1
  4.1, -2.3, -2.7, -12.9, -13.9, 4.5, 2.3, -0.1, -0.7
- CCOc1ccc(N2C(=O)/C(=C\c3ccccc3OC)S(=O)(=O)C2c2cccc([N+](=O)[O-])c2)cc1 (configuration not stated)
  -10.6, 10.7, 0.0, -16.8, -6.7, 2.4, 2.8, -0.8, -0.1
- COc1ccccc1NC(=O)c1oc2ccccc2c1NC(=O)c1ccco1
  3.9, 15.0, 0.0, -14.2, -5.3, 38.1, 0.8, -14.4, 0.4
- Brc1cccc(CNc2nc3ccccc3n2CCN2CCOCC2)c1
  -1.9, 29.9, -1.8, -4.5, -15.9, 1.3, 3.5, 3.2, -0.6
- Cn1c(NC(=O)c2ccc(F)cc2)c(-c2cccs2)c(=O)c2ccccc21
  -2.7, 7.0, 1.7, 2.9, -8.2, 7.1, 0.5, -2.0, 0.3
- Cc1ccc(Nc2nc3ccccc3c(=O)s2)cc1C
  -7.3, 18.4, 1.0, -1.7, -11.4, -5.4, 0.1, -2.3, 0.7
- Cc1nnc2n(c1=O)N=C(c1ccc(Cl)cc1)CS2
  13.9, -4.1, -1.2, -1.1, 3.5, 25.2, 0.4, -10.3, 0.2
- CC(=O)NCN1CCN(CNC(C)=O)CC1
  -3.9, 15.7, 0.9, -9.6, -4.8, 3.5, -0.2, -3.6, 0.2
- Cc1cc(C)c2c(-n3cccc3)c(NC(=O)OCc3ccccc3)sc2n1
  0.5, 3.6, -0.7, -17.2, 6.4, 26.8, -2.0, -11.8, 0.1
- CCOc1ccc(OCC(=O)OCn2c(SC)nnc(C)c2=O)cc1
  1.6, 19.2, -0.4, -29.1, -9.8, 3.6, 0.8, -2.0, 0.4
- O=C(CC(=O)N/N=C/c1ccc(F)cc1)N/N=C/c1ccc(F)cc1
  -7.1, 10.8, -0.1, -4.5, -3.1, -10.0, -1.0, -6.0, 0.3
- Cc1nccn1CCc1nc(N)nc(N)n1
  0.3, 20.7, 1.1, -13.8, -4.4, -11.6, -0.6, -10.3, 0.3

A few values from the results shown:
EBV gp42 block result of Cc1ccc(Nc2nc3ccccc3c(=O)s2)cc1C : -11.4
EBV gp42 block result of CCOc1ccc(OCC(=O)OCn2c(SC)nnc(C)c2=O)cc1 : -9.8

Compound activity (PubChem BioAssay)
